IMPase inh – cell-permeable inhibitors of inositol monophosphatase (IMPase) | CHO-M1 cells, IP1 accumulation, HTRF TR-FRET ratio | inhibition (IP1 accumulation), % at 46.1 µM | 120,000 tested, under 10 active; active = well fitted curve in the direction sought with a large enough effect in the signal ratio, not every such curve was filed as active; inconclusive = small, poorly fitted or top-dose-only effect, or a change in a side signal; inactive = no such curve, though single readings can be large or run the other way; the % refers to the signal ratio;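 note: cells stimulated with carbachol in lithium chloride buffer; plate controls were DMSO basal wells for no effect and reference inhibitor wells for full effect; higher means more IMPase inhibition seen as more IP1 and lower FRET ratio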
Target sequence (P97697 whole entry, looked up): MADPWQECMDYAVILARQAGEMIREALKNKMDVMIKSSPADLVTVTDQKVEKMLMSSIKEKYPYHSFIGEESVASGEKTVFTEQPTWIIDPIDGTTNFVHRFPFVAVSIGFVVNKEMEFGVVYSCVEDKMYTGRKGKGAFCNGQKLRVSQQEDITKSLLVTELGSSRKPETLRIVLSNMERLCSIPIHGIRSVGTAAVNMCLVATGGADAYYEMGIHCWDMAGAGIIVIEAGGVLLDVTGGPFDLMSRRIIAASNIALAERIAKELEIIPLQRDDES
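Seeded CHO-M1 cells were dosed with compound at up to 46 uM, stimulated with carbachol for 30 min, then lysed in IP-One detection reagents. Higher IP1 lowers the TR-FRET signal.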
ALOX15B inhib – blocks human 15-lipoxygenase 2 activity. AID 881. purified 15hLO-2, xylenol orange hydroperoxide absorbance. Potency, µM (doses to about 57.1 µM), for the others: at the highest dose activity change, negative = inhibition, hits mostly inhibitors. 110,000 tested, 0.56% active; note: potency is the fitted concentration of half-maximal effect; nearly all actives have a fitted effect of over 60% in size; many of its hits are not listed in these tables
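Enzyme 50 nM, AA 45 uM, 25 mM Hepes pH 7.5 + 0.01% Triton X-100; cpd preinc 15 min RT, rxn 90 min RT; stop/detect with 200 uM XO + 300 uM Fe(II) in 50 mM H2SO4, 30 min; A573/A405.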
PNC inhibitor – inhibitors of perinucleolar compartment assembly; 140,000 tested, 3.1% active; PC3M PTB-GFP, PNC prevalence imaging, 16 h; active compounds read low; activity change (PNC), negative = inhibition, % at 10 µM; AID 2417;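 active = readout at or below -70, meaning at least 70% loss of cells showing the perinucleolar compartment, a nuclear body marking cancer cells; inconclusive = readout between -30 and a set limit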;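 note: plate controls were DMSO wells for no effect and camptothecin positive control wells for full effect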
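PC3M cells stably expressing PTB-GFP, 750–1000 cells/well, treated 16 h at 37 °C with compound (23 nl of library stock), in duplicate. After paraformaldehyde fixation and Hoechst stain, imaged at 20x; PNC prevalence scored by image analysis.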
ALOX12 inhib – blocks human 12-lipoxygenase activity; purified 12-hLO, xylenol orange hydroperoxide absorbance; Potency, µM (top dose mostly 57.1 µM), inactives show top-dose activity change, negative = inhibition, hits mostly inhibitors; P18054; 150,000 tested, 0.12% active; AID 1452; note: potency is the fitted concentration of half-maximal effect; nearly all actives have a fitted effect of over 55% in size; many of its hits are not listed in these tables
Target sequence (P18054 whole entry, looked up): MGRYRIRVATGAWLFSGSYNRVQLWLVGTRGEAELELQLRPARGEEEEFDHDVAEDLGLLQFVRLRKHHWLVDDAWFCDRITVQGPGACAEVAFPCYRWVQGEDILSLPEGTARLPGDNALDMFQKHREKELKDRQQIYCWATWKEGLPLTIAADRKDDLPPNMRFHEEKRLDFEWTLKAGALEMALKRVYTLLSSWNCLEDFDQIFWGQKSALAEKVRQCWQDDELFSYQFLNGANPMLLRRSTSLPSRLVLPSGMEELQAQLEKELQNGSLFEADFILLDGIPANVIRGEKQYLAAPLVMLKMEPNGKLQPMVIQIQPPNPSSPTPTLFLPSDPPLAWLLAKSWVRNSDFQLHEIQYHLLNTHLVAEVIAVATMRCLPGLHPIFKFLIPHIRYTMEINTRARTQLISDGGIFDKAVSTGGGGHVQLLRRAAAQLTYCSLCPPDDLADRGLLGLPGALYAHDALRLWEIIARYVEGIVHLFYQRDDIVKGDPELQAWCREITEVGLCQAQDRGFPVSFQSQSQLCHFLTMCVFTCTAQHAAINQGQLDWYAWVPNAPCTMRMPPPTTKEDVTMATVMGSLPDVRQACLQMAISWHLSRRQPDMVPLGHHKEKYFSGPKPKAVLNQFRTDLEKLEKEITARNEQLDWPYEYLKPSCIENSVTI
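Purified human 12hLO (150 nM final) was preincubated with compounds for 15 min at room temperature in 25 mM Hepes pH 7.0, 0.01% Triton X-100, then reacted with 40 uM arachidonic acid for 30 min. Hydroperoxide was detected with ferrous iron/xylenol orange.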
Active calls of the source: *; ? = inconclusive; nt = not tested or not shown; [ ] = dose if it differs, or a comment. Unless noted, calls come from the whole dose curve; as a rule, active = well fitted curve in the direction sought with a large enough effect; inconclusive = small, poorly fitted or top-dose-only effect, or another doubt; inactive = no such curve, though single readings can be large; an effect the other way counts as inactive or inconclusive. Unless noted, % is set by controls: 0 for no effect and ±100 for the full control effect. Compounds were not picked by outcome. About 3.1% of those tested had a hit in this group.

#	Molecule	IMPase inh	ALOX15B inhib	PNC inhibitor	ALOX12 inhib
1	CCCCCNC(=O)C(C#N)c1nc2ccccc2nc1N1CCCC1 (stereo not drawn)	-5	-14%	-9	4%
2	CCCc1cc(=O)[nH]c(SCC(=O)Nc2cc3c(cc2C(C)=O)OCO3)n1	-3	-2%	?	3%
3	O=C(CSc1nnc(SCc2ccccc2)s1)NNC(=S)Nc1ccccc1	5	nt	?	-29%
4	Cc1nn(CC(=O)NCCc2ccc(Cl)cc2)c(C)c1[N+](=O)[O-]	-15	-14%	-12	-1%
5	CC1(C)C(c2ccccn2)=[N+]([O-])C(C)(C)N1O	-8	-25%	?	4%
6	C=CCN1C(c2cccc(C(F)(F)F)c2)=CS/C1=C(/C#N)c1nnc(N2CCOCC2)n1-c1ccccc1	nt	nt	23	-2%
7	CCn1c2ccccc2c2cc(/C=N/NC(=O)c3ccccc3)ccc21	-2	-8%	26	-11%
8	COc1ccc(-n2c(C)nc3cc(C(=O)O)ccc32)cc1	7	0%	?	-3%
9	COc1cc(/C=C2/SC(=O)N(Cc3ccccc3Cl)C2=O)ccc1OCc1ccncc1	0	22%	26	1%
10	CC(=O)Nc1ccc2nc(C3CCCCC3)[nH]c2c1	4	-9%	-4	-4%
11	COc1ccc(-c2n[nH]c(=S)n2/N=C/C=C\c2ccccc2OC)cc1	-1	nt	-5	-2%
12	CCn1cc(C(=O)NCc2ccco2)c(=O)c2cc(S(=O)(=O)N3CCc4ccccc4C3)ccc21	?	?	18	-8%
13	Cc1ccc(-n2ncc3c(NCCCOC(C)C)ncnc32)c(C)c1	-2	-18%	1	-6%
14	Cc1n[nH]c(C)c1C(=O)CC1(O)C(=O)N(CCc2ccccc2)c2ccc(Br)cc21 (stereo not drawn)	6	nt	20	4%
15	Cc1cccc2sc(NNC(=O)c3ccc(S(=O)(=O)N4CCCC(C)C4)cc3)nc12 (stereo not drawn)	nt	nt	23	-13%
16	O=C(CCN1CCCCC1c1cccnc1)NCc1ccccc1 (stereo not drawn)	-2	6%[2.29 µM]	36	3%
17	Cc1cccc(C)c1NC(=O)C(NC(=O)c1ccccn1)c1ccccc1[N+](=O)[O-] (stereo not drawn)	8	nt	38	6%
18	O=C(c1ccc2c(c1)OCO2)N1CCN(c2ncccn2)CC1	nt	nt	58	2%
19	Cc1cccc(C(=O)N2CCC(=O)N([C@H](COCc3ccccc3)Cc3ccccc3)CC2)c1	nt	9%[0.0915 µM]	nt	2%[0.00818 µM]
20	Nc1c(C(=O)c2ccccc2)sc2c1c(=O)[nH]c(=O)n2-c1ccccc1	11	nt	54	5%
21	CC1CN(CC(=O)c2c(N)n(Cc3ccccc3)c(=O)n(C)c2=O)CC(C)O1 (stereo not drawn)	4	2%	1	-4%
22	CCOC(=O)c1cc2c(=O)n3ccccc3nc2n(Cc2ccco2)c1=NC(=O)c1cccnc1	?	-24%	18	?
23	Cc1nc(NC(=O)c2ccc(F)cc2)sc1C(=O)Nc1ccc2c(c1)CCC2	-4	8%	?	2%
24	Cc1cc(/C([O-])=C(/C(=S)Nc2ccc(F)cc2)[n+]2ccccc2)c(C)n1-c1ccc(F)cc1	1	-20%	12	-24%
25	Cc1ccnc(NS(=O)(=O)Cc2ccccc2)c1	4	12%	4	2%
26	CN(C)c1ccnc2sc3c(=O)n(Cc4ccccc4)cnc3c12	0	4%	49	2%
27	Cc1ccc(/C=c2/sc3nnc(-c4ccccc4Cl)n3c2=O)o1	2	-18%	?	-29%
28	COc1ccccc1OCC(=O)OCC(=O)Nc1sccc1C(N)=O	nt	nt	-22	-3%
29	Cc1ccccc1-n1c(SCC(=O)N/N=C/c2sccc2C)nc2ccccc2c1=O	nt	nt	46	4%
30	CC(=O)c1ccccc1NC(=O)CSc1nnc2ccccn12	-1	-1%	27	-5%
31	COc1ccccc1NC(C)=O	9	4%	3	0%
32	Nc1nc2[nH]c(=O)c(=O)[nH]c2c(=O)[nH]1	nt	-8%	nt	-2%
33	CC(=O)NC(=O)Nc1sc(=S)n(C)c1C	4	-17%	7	2%
34	CCOC(=O)c1c(CN2CCN(c3ccccc3)CC2)oc2ccc(O)cc12	10	nt	-14	-2%
35	Cc1ccc(C(C(=O)NCc2ccccc2)N(Cc2cccs2)C(=O)c2ccc3c(c2)OCCO3)cc1 (stereo not drawn)	-10	nt	-28	-3%
36	Cc1nnc(NC(=O)c2oc3c(ccc4ccccc43)c2C)s1	-1	22%	17	8%
37	Cc1nc2ccc(NC(=O)N3CCC(c4ccccc4)C3)cc2nc1C (stereo not drawn)	-1	-10%	25	-6%
38	COc1cccc(OC)c1C(=O)N1CCN(S(=O)(=O)c2ccccc2)CC1	1	8%	-99*	13%
39	Cc1cc(N2CC34C=CC(O3)C(C(=O)O)C4C2=O)no1 (stereo not drawn)	-10	3%	?	-4%
40	CN(C)/C=C/C(=O)c1ccccc1F	13	3%	-14	-8%
41	COc1ccc(CN2CCN(C(=O)CC(C)C)CC2)c(OC)c1OC	2	-16%	22	5%
42	CCOC(=O)C1CCN(S(=O)(=O)c2ccc(OC)c(Cl)c2Cl)CC1	-2	2%	-1	-3%
43	COc1ccccc1CNC(=O)/C=C/c1ccc(S(=O)(=O)NCc2ccco2)cc1	nt	nt	52	2%
44	COc1ccc2cc(C(=O)Nc3ccc(O)cc3)sc(=O)c2c1OC	nt	nt	31	-5%
45	S=C(NCc1cccc(Cl)c1)NC1CCCCC1	nt	nt	-109*	?
46	Cc1ccc(NC(=O)c2cc(-c3ccccc3)nn2-c2ccccc2)cc1	nt	nt	-21	0%
47	Cc1ccc(/C=C/c2nnc(-c3cccs3)o2)cc1	-2	0%	76	1%
48	COc1ccc(/C=N\NC(=O)c2cc(OCC(F)(F)F)ccc2OCC(F)(F)F)cc1	-13[1.84 µM]	5%[11.4 µM]	5	4%

Reprinted from the part before: two compounds, then new ones.
#	Molecule	IMPase inh	ALOX15B inhib	PNC inhibitor	ALOX12 inhib
47	Cc1ccc(/C=C/c2nnc(-c3cccs3)o2)cc1	-2	0%	76	1%
48	COc1ccc(/C=N\NC(=O)c2cc(OCC(F)(F)F)ccc2OCC(F)(F)F)cc1	-13[1.84 µM]	5%[11.4 µM]	5	4%
49	O=C(NC1CCCC1)c1ccc(CN2CCOCC2)cc1	-1	-5%	10	-3%
50	CC(C)CC(=O)NC(Nc1ccccc1F)C(Cl)(Cl)Cl (stereo not drawn)	10	-3%	-3	-5%
51	Cc1nn(-c2nc3ccccc3s2)c(C)c1Oc1ccccc1O	14	nt	-100*	-12%
52	O=C(CCCN1C(=O)c2ccccc2C1=O)Nc1sc2c(c1C(=O)NCc1ccco1)CCC2	14	-18%	-4	-2%
53	O=C(CCCCCn1c(SCc2ccncc2)nc2ccccc2c1=O)NCc1ccco1	23	nt	-100*	-3%
54	CCC(CC)=NNc1cccc([N+](=O)[O-])c1	2	nt	-21	?
55	COc1ccc(C(C)(C)C)cc1NC(=O)c1c(C)noc1C	16	0%	?	-3%
56	CCC(C)(C)C(=O)Nc1cc([N+](=O)[O-])ccc1Cl	nt	nt	?	1%
57	CCOC(=O)Cc1nnc(NC(=O)Nc2ccccc2)s1	4	7%	-1	-4%
58	COC(=O)C(O)(CC(=O)Nc1ccc(OC)cc1)C(F)(F)F (stereo not drawn)	-11[0.369 µM]	nt	?	0%
59	Cc1cc(C)c(C2=NOC3C4CCC(C4)C23)c(C)c1 (stereo not drawn)	nt	nt	-26	11%
60	CCOC(=O)C1C2C=CC3(CN(C4CCCC4)C(=O)C13)O2 (stereo not drawn)	10	0%	-18	10%
61	CC1(C)CC[C@]2(C(=O)O)CC[C@]3(C)C(=CCC4[C@@]5(C)CC[C@H](O)C(C)(C)C5CC[C@]43C)C2C1 (stereo partly drawn)	nt	nt	27	0%
62	Cc1nn2c(-c3ccc(Cl)cc3)nnc2s1	-8	-3%	-25	-4%
63	Nc1nc(SCC(=O)Nc2ccc(Br)cc2F)n[nH]1	1	-1%	-19	-1%
64	O=c1[nH]n(Cc2ccccc2)c(=O)c2ccccc12	8	-5%	64	-11%
65	Cc1cc2ccccc2n1CCNC(=O)C1CCCCC1	-15	-7%	-25	-12%
66	O=C(NCc1ccc2c(c1)OCO2)c1cc(-n2cnnc2)ccc1Cl	-1	-8%	?	3%
67	O=C(Cn1cnc2c(nnn2Cc2ccc(F)cc2)c1=O)OCc1ccccc1	-9	nt	84	1%
68	CCN1CCN(c2nc(C)c3c(n2)CCCC3=O)CC1	?	nt	68	9%
69	Cc1sc2c(c1C)c(=O)n(-c1cccc(C(F)(F)F)c1)c(=O)n2CC(=O)NCc1ccco1	3	-19%	0	6%
70	COc1ccccc1C(=O)N/C(=C\c1ccc2c(c1)OCO2)C(=O)NCCc1nc2ccccc2[nH]1	nt	nt	-29	-2%
71	CC(=O)c1nn(-c2cccc(Br)c2)cc1C(=O)c1ccco1	10	nt	-10	4%
72	O=S(=O)(N/N=C1\CC(c2ccccc2)Oc2ccccc21)c1ccccc1 (stereo not drawn)	-1	-13%	-6	-5%
73	COc1ccc(/C=N/NC(=O)c2ccc(COc3ccccc3Cl)o2)c(OC)c1C	nt	nt	?	4%
74	CCCCCC(=O)Nc1ccccc1N1CCOCC1	nt	nt	?	2%
75	COC(=O)COc1ccc(Oc2nc(SC)nc(N(C)C)n2)nn1	9	-4%	?	4%
76	Cc1c(N=Cc2ccc(-c3ccc(Cl)cc3)o2)c(=O)n(-c2ccccc2)n1C	0	8%	40	-6%
77	CCCN1C(=O)C(NC(C)=O)c2cc(OC)ccc21 (stereo not drawn)	5	-18%	41	4%
78	CCCOc1ccc(Cl)cc1CN1CCOCC1	2	10%	4	1%
79	Cc1cc2ncn(S(=O)(=O)N3CCOCC3)c2cc1C	-3	-1%	?	4%
80	c1csc(-c2nnc3ccccn23)c1	1	-5%	-15	5%
81	CCOC(=O)c1ccc(Oc2c(C)oc3c(CN4CCN(C)CC4)c(O)ccc3c2=O)cc1	-22	22%	2	2%
82	O=Cc1ccc(-c2ccccc2OC(F)(F)F)o1	-8	2%	14	0%
83	COc1ccc(Cn2cc(F)c(=O)n(CCC(C)C)c2=O)cc1[N+](=O)[O-]	-1	4%	13	0%
84	O=Cc1ccccc1OS(=O)(=O)c1ccccc1	1	nt	32	-1%
85	NS(=O)(=O)c1ccc(N2N=C(c3ccccc3)CC2c2ccc(F)cc2)cc1 (stereo not drawn)	?	-3%[11.4 µM]	30	-10%
86	CN(C)S(=O)(=O)c1cc(NC(=O)COC(=O)CCSc2ccc(Cl)cc2)ccc1Cl	nt	nt	-88*	-2%
87	C[C@@H]1CC2(OC3C[C@@]4(C)C5=CC[C@H]6C(C)(C)C(O[C@@H]7OC[C@@H](O)[C@H](O)[C@H]7O)CC[C@@]67C[C@@]57CC[C@]4(C)C31)OC(O)C1(C)OC21 (stereo partly drawn)	nt	-15%	nt	-2%
88	CCOC(=O)/C=C/C(=O)Nc1nccs1	nt	nt	82	-1%
89	Cc1cccc(-n2nnc(C(=O)NC3CCCc4ccccc43)c2N)c1 (stereo not drawn)	2	-6%	-1	-1%
90	CC(C)c1ccc(OCC(=O)NCc2ccco2)cc1	6	-3%	33	-6%
91	Cc1cccc(/C=C/c2nc3ccccc3c(=O)n2Cc2ccccc2)c1	8	nt	61	-7%
92	COc1ccc(N(C)C(=S)Oc2ccc(C(=O)Nc3ccccc3)cc2)cc1	9	-12%	-2	-3%
93	Cc1cc(C(=O)NCCN2CCCCC2C)n(-c2ccccc2)n1 (stereo not drawn)	-16	3%	-5	-1%
94	COc1cccc(-c2cc(C(F)(F)F)nc(-n3cccn3)n2)c1	10	1%	3	2%
95	NC1=C([N+](=O)[O-])C(c2ccc(F)cc2)C2=C(CCCC2=O)O1 (stereo not drawn)	nt	nt	2	-2%

Assay outcomes deposited in PubChem BioAssay by National Center for Advancing Translational Sciences (NCATS).
